PV pol inh – poliovirus RdRp elongation inhibitors, primary screen, biochemical, fluorescence polarization, total intensity | actives 0.66% (n = 150,000) | AID 588519, 2011 | poliovirus polymerase elongation; hits give low values | % elongation, % (compound at 16.7 µg/mL); in the data active = % elongation below about 90%; note: some results filed as inactive read as strong as hits
Target sequence (P03300 1749-2209 limits assumed): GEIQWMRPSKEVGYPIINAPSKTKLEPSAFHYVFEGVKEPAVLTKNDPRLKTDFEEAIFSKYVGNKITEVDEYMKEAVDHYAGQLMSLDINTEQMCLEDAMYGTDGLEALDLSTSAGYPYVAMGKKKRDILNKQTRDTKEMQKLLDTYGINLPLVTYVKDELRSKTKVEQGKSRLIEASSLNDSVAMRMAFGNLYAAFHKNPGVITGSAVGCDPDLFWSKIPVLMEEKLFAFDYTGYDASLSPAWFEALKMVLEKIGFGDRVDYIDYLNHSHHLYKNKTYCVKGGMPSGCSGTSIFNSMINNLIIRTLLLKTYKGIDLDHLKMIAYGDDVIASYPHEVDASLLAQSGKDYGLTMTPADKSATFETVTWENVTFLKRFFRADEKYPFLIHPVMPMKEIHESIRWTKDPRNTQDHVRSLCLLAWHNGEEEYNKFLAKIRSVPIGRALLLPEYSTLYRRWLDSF
PV pol inh FP z-score – recorded beside PV pol inh, whose call it bears; z-score; measured here: FP z-score; hits read low
Numbers without * were called inactive; & = joins results of further samples.

structure	PV pol inh	PV pol inh FP z-score
CC(=O)Nc1ccc(S(=O)(=O)NC2(C(F)(F)F)C(=O)Nc3c2c(=O)[nH]c(=O)n3-c2ccc(C)c(C)c2)cc1 (stereo not given)	104.0	-0.3
Cc1c(C(=O)OC(C)C(=O)Nc2ccc(S(N)(=O)=O)cc2)oc2ccc(Br)cc12 (stereo not given)	103.0	0.2
CCCC(=O)Nc1cc(C)c(O)c(-c2nc3ncccc3o2)c1	104.0	-0.1
COc1ccc(C(=O)CNc2ccccc2C#N)cc1	100.0	-0.8
COc1ccc(C(=O)N2CCN(Cc3cc(=O)n4nc(-c5ccccc5C)sc4n3)CC2)cc1OC	111.0	0.9
COc1ccc(C(=O)NCc2nnc(SCC(=O)Nc3cc(C)cc(C)c3)o2)cc1OC	100.0	-0.8
Cc1c(Cl)cccc1NC(=O)C(CC(=O)O)C1CCCO1 (stereo not given)	104.0	1
CN(C)C(=O)COC(=O)c1cccc(C#N)c1	100.0	-0.5
CCCc1cc(C(=O)OC)c(NC(=O)C2CCC2)s1	98.0	-0.4
COc1cccc(-c2nc(SCc3cc(=O)c4ccc(C)c(C)c4[nH]3)n[nH]2)c1	111.0	1.1
N#Cc1c(-c2ccc(Cl)cc2)nc2n(c1=O)CCCS2	98.0	-0.7
CCc1ccc(NC(=O)Cn2c(=O)n(CCC(=O)NCCc3ccc(Cl)cc3)c(=O)c3ccccc32)cc1	105.0	-0.3
CCc1ccc(NC(=O)N2CCSc3ncccc32)cc1	101.0	-0.3
Cc1ccc(CN(C)C(=O)COc2ccccc2-c2ccccc2)o1	104.0	0
O=C(COC(=O)C1CCN(c2ccc(C(F)(F)F)cn2)CC1)c1ccccc1	104.0	0.2
c1ccc(-c2ccn(-c3ccccc3)n2)cc1	105.0	1.5
COc1ccc(OC)c(/C=N/NC(=O)c2cn(C)c3ccccc23)c1	100.0	-0.5
CC(C)(C)c1cc2c(c(C(C)(C)C)c1)Oc1cc(C#N)c(C#N)cc1O2	99.0	-0.6
Cc1cccc(NC(=O)Cn2c(=O)n(CCc3ccccc3)c(=O)c3ccccc32)c1	107.0	0.4
O=c1cccc2n1CC1CC2CN(CC(O)c2ccc3[nH]ccc3c2)C1 (stereo not given)	102.0	0.4
CC(=O)n1c(=O)oc2ccccc21	111.0	0.7
CC1(C)CC(=O)CC(O)(C(F)(F)F)O1 (stereo not given)	102.0	0
CC(=O)N1C(=Nc2ccccc2C)SCC1(C)C	104.0	0.1
CCCCn1c(C)c(C(=O)OCC)c2cc(OC)ccc21	101.0	-0.6
Cc1cccc(NC(=O)c2ccccc2)n1	99.0	-0.8
CC1(c2ccccc2)OC(=O)C2C3CCCCC3=C3CCCCC3C21 (stereo not given)	102.0	0.1
Cc1ccc(-c2cc(C(F)(F)F)n3nc(C(=O)Nc4ccc(C#N)cc4)cc3n2)cc1	105.0	0
COC(=O)Cn1ccc2cc(S(=O)(=O)N3CCCCC3)ccc21	105.0	-0.6
CCOc1ccc(OC(=O)c2cccnc2)cc1	101.0	0
Cc1cccc(-c2nc3c4ccccc4n(CC(=O)Nc4cc(F)ccc4F)c(=O)n3n2)c1	106.0	0.1
COCCNC(=O)c1ccc(N2CC3CC(C2)c2cccc(=O)n2C3)c(NC(=O)c2cc3ccccc3oc2=O)c1 (stereo not given)	101.0	0.1
CCc1ccc(-n2c(=O)c3c4c(sc3n(CC(=O)N(C)C3CCCCC3)c2=O)CCC4)cc1	101.0	0
O=C(C1CCC1)N1CCc2cc(S(=O)(=O)NCCc3ccccc3)ccc21	111.0	0.5
O=C1C2CCCC1CC(C(=O)N1CCN(c3ccccc3Cl)CC1)C2 (stereo not given)	106.0	0.4
COc1ccc2cc(C(=O)N3CCCCCC3)sc(=O)c2c1OC	104.0	0.5
Cc1cc(C(=O)COC(=O)CSc2ncnc3sccc23)c(C)n1-c1ccc2c(c1)OCO2	108.0	0.7
Cn1nc(-c2ccccc2)c(-c2nc3ccccc3n2C)c1-c1ccccc1	102.0	0
C/C(N)=C(/C#N)C(=O)CSc1nnc(SCc2ccc(Cl)cc2)s1	108.0	0.8
Cc1cccc(C(=O)NCc2cn3cccc(C)c3n2)c1	108.0&105.0	0&0.9
O=C1NC(c2ccccc2)C(c2ccccc2)N1 (stereo not given)	100.0	-0.3
O=C(NCc1ccco1)c1c(-c2ccccc2)c(-c2ccccc2)n[nH]c1=O	103.0	0.6
CCc1ccccc1NC(=O)CN(C)C(=O)Cn1nnc2ccccc2c1=O	103.0	0.1
CC(=O)N(c1ccc2oc3c(c2c1)CCCC3)S(=O)(=O)c1cccs1	104.0	0.5
Cc1ccc(-c2ccc(C(=O)O)cc2)cc1	101.0	0
COc1ccc(S(=O)(=O)N2CCC(NC(=O)NCCCO)CC2)cc1	103.0	0.6
COC(=O)C1=C(C)NC(C)=C(C(=O)OCCSc2ccccc2)C1C (stereo not given)	100.0&100.0	-0.1&0.2
O=S1(=O)Cc2snnc2-c2cc(Cl)ccc21	102.0	0.2
COC(=O)c1cc(C(=O)OC)cc(-n2c(C)cc(C(=O)COc3ccc(-c4nnco4)cc3)c2C)c1	96.0	-0.8
CCOc1ccccc1C1C(C(=O)Nc2ccccc2OC)=C(C)Nc2nc3ccccc3n21 (stereo not given)	104.0	-0.6
Cc1cc(=O)c2cccc(C(=O)O)c2[nH]1	101.0	0
CC(=O)Nc1ccc(C(=O)CSc2nnc3n2CCCCC3)c(F)c1	103.0	0.4
COc1ccc(CNC(=O)c2ccc3c(c2)N(Cc2c(F)cccc2Cl)C(=O)CS3)cc1	110.0	1.7
CCCCN(CC)CCCNC(=O)c1sc2nc3n(c(=O)c2c1C)CCCCC3	110.0	0.8
Cc1ccc(NC(=O)c2cc3c([nH]c2=O)CC(C)(C)CC3=O)c(C)c1	108.0	0.7
Cc1csc2c(N3CC(C)OC(C)C3)ncnc12 (stereo not given)	102.0	-0.3
C=CCn1c(CCC(=O)OC)nc2ccccc21	103.0	0.7
S=c1[nH]c(-c2ccccc2)cn1/N=C/c1ccncc1	98.0	-0.3
CC(NC(=O)C1CCN(c2nc3ccccc3nc2C(F)(F)F)CC1)c1ccccc1 (stereo not given)	104.0	-0.7
CC(C)(C)c1ccc(CN(Cc2ccco2)Cc2nnnn2C2CCCCC2)cc1	102.0	0
N#Cc1c[nH]n2c(NC3CCCC3)c(-c3ccc(Cl)cc3)nc12	111.0	0.8

Further records follow:
structure	PV pol inh	PV pol inh FP z-score
CCN(CC)S(=O)(=O)c1cc(C(=O)Oc2ccc3c(c2)OCO3)ccc1C	102.0	0
COc1ccc(-c2noc(N3CCC(C(=O)N4CCN(c5ccccc5F)CC4)CC3)n2)cc1	101.0	-1
O=C(NC1C=CS(=O)(=O)C1)c1sc2ccccc2c1Cl (stereo not given)	101.0	0.2
O=C(Cc1ccc(Br)cc1)NN1CCOCC1	104.0	0.7
CCC1(C)Cc2ccccc2-c2[nH]c(=S)[nH]c(=O)c21 (stereo not given)	102.0	0.2
Cc1cc(C(=O)CSc2nc3ccccc3n2C)c(C)n1C	106.0	0.4
CN(C)/C=C1/C=C(c2ccccc2)N(C)C1=S	101.0	-0.3
Oc1c(C(c2ccccc2)N2CCN(c3ccccc3)CC2)sc2nc(-c3ccco3)nn12 (stereo not given)	112.0	1.3
Cc1ccc(N2CC(NC(=O)c3ccc4c(c3)OCO4)CC2=O)cc1 (stereo not given)	107.0	0
COCCN=c1scc(-c2ccc(C)c(C)c2)n1/N=C(\C)c1ccc(-n2ccnc2)cc1	100.0	-0.2
COc1ccccc1Cn1[nH]nnc1=S	95.0	-1.2
CCc1ccc(-c2nc3cc(NC(=O)c4cc5ccccc5cc4OC)ccc3o2)cc1	104.0	0.2
Cc1ccccc1-c1noc(COC(=O)c2ccc(C#N)cc2)n1	99.0	-0.3
CCc1cc2c[n+](C3CCCCC3)sc2s1	104.0	0.9
COc1ccc(S(=O)(=O)N(Cc2nc(-c3ccc(OC)c(OC)c3)no2)C(C)C)cc1	100.0	-0.6
CN(C)C(=O)CSc1nnc(N)s1	106.0	0.3
CCC(=O)Nc1ccc(CC)cc1-c1nc2ccccc2n(CC(=O)Nc2cccc(Cl)c2)c1=O	108.0	0.2
NNC(=O)c1nc(-c2ccccc2)no1	105.0	0.2
Cc1cc(N2CCN(C)CC2)nc2ccc(NC(=S)N(C)C3CCCCC3)cc12	100.0	0
CCOc1ccc2nc(NN)c(C3OCCO3)cc2c1	103.0	0.7
N#Cc1ccccc1S(=O)(=O)N1CCN(c2nc(-c3ccccc3)nc3ccccc23)CC1	103.0	0
C#CCN1C(=O)S/C(=C/c2ccccc2)C1=O	101.0	0.1
COc1cc(OC)cc(N2C(=O)Cc3c2nc2c4c(nc(N5CCCC5)c(C#N)c34)N=C(C)N2)c1	99.0	-0.5
O=C(Nc1sc2c(c1C(=O)O)CCC2)c1ccco1	103.0	0
CCc1ccccc1N1C(=O)N(Cc2ccc(C#N)cc2)c2ccccc2S1(=O)=O	103.0	-0.9
Oc1cccc2c(Cl)ccc(Cl)c12	100.0	0.1
CCc1cnc2c(c1SCc1ccccc1C)c(=O)n(C)c(=O)n2C	102.0	-0.7
CCn1c(O)c(C=N/C(=N/O)c2ccc(NC(=O)C3CC3)cc2)c(=O)n(CC)c1=S	104.0	0.1
CN1C(=O)C(=C2C=C(c3ccccc3)OC3=C2CCCC3)C(=O)N(C)C1=O	102.0	-0.2
CN1C(=O)NC(=O)/C(=C/c2ccco2)C1=O	99.0	-0.1

Five of the compounds above, with two lines to a compound.
Results follow in this order: PV pol inh, PV pol inh FP z-score
O=C(Cc1ccc(Br)cc1)NN1CCOCC1
    104.0, 0.7
CCC1(C)Cc2ccccc2-c2[nH]c(=S)[nH]c(=O)c21 (stereo not given)
    102.0, 0.2
Cc1cc(C(=O)CSc2nc3ccccc3n2C)c(C)n1C
    106.0, 0.4
CN(C)/C=C1/C=C(c2ccccc2)N(C)C1=S
    101.0, -0.3
Oc1c(C(c2ccccc2)N2CCN(c3ccccc3)CC2)sc2nc(-c3ccco3)nn12 (stereo not given)
    112.0, 1.3

(listing goes on)
structure	PV pol inh	PV pol inh FP z-score
CC(=O)N/N=C(\C)c1ccc2ccccc2c1OC(F)F	100.0	0
CC(C)(C)c1ccc(-c2cc(C3CCNCC3)[nH]n2)cc1	102.0	-0.1
C(=N\N1CCN(Cc2cccc3ccccc23)CC1)/c1ccco1	105.0	0.1
COc1cc(C2C(=O)N(C3CCCCCC3)CC(=O)N2Cc2ccccc2)ccc1OC(C)C (stereo not given)	106.0	-0.5
NS(=O)(=O)c1cccc(C(=O)O)c1	103.0	0.2
CC(=O)NCCC(=O)N1CCCSC1=Nc1c(C)cccc1C	88.0*	-1.4*
COc1ccccc1-n1cnnc1SCC(=O)NC1CCCCC1C (stereo not given)	103.0	0
Cc1cc(C)c2c(=O)[nH]n(C3CCCC3)c2n1	105.0	0.3
CCNC(=O)/C(C#N)=C/c1ccc(OC(F)F)cc1	104.0	0.2
Cc1cc(C(=O)N2CCN(C(c3ccccc3)c3ccccc3)CC2)no1	100.0	-0.5
CN1C(=O)C(CC(=O)Nc2ccc(F)cc2)N(Cc2ccccc2)C1=S (stereo not given)	103.0	0.2
O=C(Nc1c(C(=O)N2CCCCCC2)oc2ccccc12)c1ccccc1	101.0	-0.1
COc1ccccc1Cn1cc(C(=O)c2ccc(C)cc2)c(=O)c2cc(C)ccc21	111.0	1
CN(C)S(=O)(=O)c1ccc(C(=O)COC(=O)c2ccccc2NCc2ccco2)cc1	103.0	0.2
CC(C(=O)O)n1nc2ccccc2n1 (stereo not given)	102.0	0.2
CC(NC(=O)c1ccco1)c1ccccc1 (stereo not given)	103.0	0.3
O=C(NCCCN1CCCCC1)c1ccc2c(c1)NC(=O)c1ccccc1S2	104.0	0.4
CN1CCN(C(=O)c2nc(SCc3ccc(F)cc3)ncc2Cl)CC1	103.0	0.5
CN(C)S(=O)(=O)c1ccc(=O)[nH]c1	107.0	0.6
COc1cccc(C(=O)Nc2ccccc2C(=O)OCc2cc(=O)n3c4c(sc3n2)CCCC4)c1	104.0	-0.6
COC(=O)c1c(O)cn(-c2ccc(C)c(C)c2)c1C	97.0	-0.7
O=C1NC(C(F)(F)F)(C(F)(F)F)N=C2SC=CN12	99.0	-0.5
Cc1nn(Cc2ccccc2)c(Cl)c1C(=O)OCC#N	101.0	-0.2
Cc1nn(C)c2c1c(C(F)(F)F)cc(=O)n2C(C)C(=O)NCCc1ccccc1 (stereo not given)	101.0	-1.3
CCN(CCCNC(=O)c1nn(-c2ccc(C)cc2)c(=O)c2c1c1ccccc1n2C)c1ccccc1	109.0	0.4
COc1ccc(-n2nnc(-c3nc(-c4ccccc4C)no3)c2N)cc1Cl	110.0	-0.6
O=C(c1ccc(Cl)cc1Cl)n1cc2c(n1)CCOC2	108.0	0.8
O=C(NCc1ccc2c(c1)OCO2)c1cc2ccccc2o1	106.0	0.3
N#CC1=C(N)Oc2n[nH]c(-c3ccccc3)c2C1c1ccoc1 (stereo not given)	114.0&101.0	1.1&0.2
O=C(NCc1ccccc1)c1ccc[n+]([O-])c1	99.0	-0.4
Cc1cccc(C)c1-n1ncc(C(=O)Nc2ccc3c(c2)OCO3)c1C1CCN(C(=O)OC(C)(C)C)CC1	107.0	0.2
CCC(C)S(=O)(=O)c1oc(-c2cccs2)nc1S(=O)(=O)c1ccccc1 (stereo not given)	101.0	-1.2
CCn1c(SCC(=O)NC(=O)c2cccn2C)nnc1-c1cccs1	103.0	0
CCC(Sc1nnc(C)n2c1cc1occc12)C(=O)Nc1ccccc1OC (stereo not given)	112.0	0.8
CC1CC(C)CN(C(=O)C2c3ccccc3Oc3ccccc32)C1 (stereo not given)	102.0	0.2

Bioassay records: PubChem BioAssay, ICCB-Longwood Screening Facility, Harvard Medical School

These rows are one share of the data (hit frequency here may not be typical).
